# USP10 inh = human USP10 deubiquitinase inhibition; Q14694; purified USP10, Ub-rhodamine fluorescence, 60 min; 47,000 tested, 1.1% active; inhibition, % at 20 µM
# USP8 block = human USP8 deubiquitinase inhibition; P40818; purified USP8, Ub-rhodamine cleavage fluorescence, 30 min; inhibition, % at 20 µM; 47,000 tested, 4.2% active
# USP28 inh = blocks human USP28 ubiquitin-rhodamine cleavage; purified USP28, Ub-rhodamine cleavage fluorescence, 30 min; inhibition, % at 25 µM; 47,000 tested, 3% active
# USP30 inh = human USP30 deubiquitinase inhibition | Q70CQ3 | purified USP30, Ub-rhodamine cleavage fluorescence | inhibition, % at 25 µM | 47,000 tested, 5.3% active | AID 1645860
# Target sequence (Q70CQ3 whole entry, looked up): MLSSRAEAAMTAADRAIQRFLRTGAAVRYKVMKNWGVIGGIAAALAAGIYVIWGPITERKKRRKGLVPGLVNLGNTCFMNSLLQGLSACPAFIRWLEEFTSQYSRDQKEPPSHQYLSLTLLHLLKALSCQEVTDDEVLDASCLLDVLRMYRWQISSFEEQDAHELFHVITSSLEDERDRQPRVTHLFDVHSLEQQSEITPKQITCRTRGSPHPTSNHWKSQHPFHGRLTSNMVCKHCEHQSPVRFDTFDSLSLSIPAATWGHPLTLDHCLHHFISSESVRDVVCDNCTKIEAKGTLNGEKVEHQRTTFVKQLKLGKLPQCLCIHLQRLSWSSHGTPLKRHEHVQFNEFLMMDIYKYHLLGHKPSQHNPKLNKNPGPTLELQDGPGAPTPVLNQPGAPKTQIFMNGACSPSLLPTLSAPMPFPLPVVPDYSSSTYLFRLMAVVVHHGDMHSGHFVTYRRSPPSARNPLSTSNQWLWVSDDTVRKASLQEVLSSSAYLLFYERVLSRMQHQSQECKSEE
# OTUD3 inh = human OTUD3 deubiquitinase inhibition. Q5T2D3. purified OTUD3, Ub-rhodamine fluorescence, 2 h. inhibition, % at 25 µM. 47,000 tested, 0.7% active. AID 1645858
# Target sequence (Q5T2D3 whole entry, looked up): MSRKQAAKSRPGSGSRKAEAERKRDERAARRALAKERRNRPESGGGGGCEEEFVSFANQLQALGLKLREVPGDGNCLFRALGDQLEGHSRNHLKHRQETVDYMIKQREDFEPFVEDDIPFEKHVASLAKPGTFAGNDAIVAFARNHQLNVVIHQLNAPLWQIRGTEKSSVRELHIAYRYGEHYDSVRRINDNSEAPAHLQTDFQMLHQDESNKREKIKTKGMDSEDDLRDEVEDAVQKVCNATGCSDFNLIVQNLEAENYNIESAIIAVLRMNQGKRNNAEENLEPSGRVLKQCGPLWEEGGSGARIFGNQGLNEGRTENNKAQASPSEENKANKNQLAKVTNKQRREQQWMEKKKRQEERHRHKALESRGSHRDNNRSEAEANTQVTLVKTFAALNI
# USP7 block = human USP7 deubiquitinase inhibition | purified USP7, Ub-rhodamine cleavage fluorescence | 47,000 tested, 0.3% active | inhibition, % at 20 µM | Q93009
# USP17 inh = human USP17-like deubiquitinase inhibition | inhibition, % at 50 µM | 47,000 tested, 6.5% active | purified USP17, Ub-rhodamine cleavage fluorescence, 3 h | A8MUK1 | AID 1645855
# UCHL1 block = inhibitors of human UCHL1 deubiquitinase | purified UCHL1, Ub-rhodamine cleavage fluorescence | AID 1645859 | P09936 | 47,000 tested, 0.2% active | inhibition, % at 20 µM
# * marks the source's active call; other numbers are inactive results; i = inactive; . = not tested or not shown. Rule as the data show it: active = inhibition above about 30%; inactive = the rest.
USP10 inh | USP8 block | USP28 inh | USP30 inh | OTUD3 inh | USP7 block | USP17 inh | UCHL1 block | smiles
4 | 6 | 0 | -11 | -2 | 0 | -4 | 2 | Cc1ccc(N(CCC(=O)Nc2ccc(C)c(F)c2)S(=O)(=O)c2ccc(C)cc2)cc1
-3 | -10 | 0 | -2 | -1 | -2 | -8 | -1 | CC1(C)Oc2ccc(Cl)cc2[C@H]2OCC3(CCN(C(=O)c4ccc(=O)[nH]c4)CC3)C[C@@H]21
-4 | 5 | 3 | 22 | 6 | 0 | . | -2 | O=C1CC[C@]2(CCCN(C(=O)Cc3ccc4c(c3)OCCO4)[C@@H]2c2cccc(F)c2)N1
0 | 1 | 6 | -9 | 1 | 2 | -6 | 0 | OC1(c2cccnc2)CCN(Cc2cccc(F)c2)CC1
4 | 8 | -3 | 12 | 6 | 4 | 7 | 0 | Cn1c(N2CCN(C(=O)c3ccccc3F)CC2)cc(=O)n(C)c1=O
0 | -16 | -8 | 7 | -2 | -2 | -4 | -3 | CNC(=O)[C@@]12CCCN(c3ncccn3)[C@@H]1CN(Cc1ccc(OC)cc1)C2
1 | 20 | 10 | -18 | 15 | 5 | 6 | 2 | CCn1c(SCc2nc(-c3cccc(C)c3)oc2C)nc(=O)c2c(C)cc(C)nc21
1 | -11 | 15 | 2 | 11 | 6 | 55* | 2 | CS(=O)(=O)c1ccc(NC(=O)C2CN(c3nc4c(F)cccc4s3)C2)cc1

# Exported with values under each structure: entries from further up.
# Values run as follows: USP10 inh | USP8 block | USP28 inh | USP30 inh | OTUD3 inh | USP7 block | USP17 inh | UCHL1 block
CNC(=O)[C@@]12CCCN(c3ncccn3)[C@@H]1CN(Cc1ccc(OC)cc1)C2
  0 | -16 | -8 | 7 | -2 | -2 | -4 | -3
CCn1c(SCc2nc(-c3cccc(C)c3)oc2C)nc(=O)c2c(C)cc(C)nc21
  1 | 20 | 10 | -18 | 15 | 5 | 6 | 2

# Other entries follow:
USP10 inh | USP8 block | USP28 inh | USP30 inh | OTUD3 inh | USP7 block | USP17 inh | UCHL1 block | smiles
2 | -9 | 9 | 8 | 5 | 4 | 0 | 0 | O=C1COc2ccc(NC(=O)N3CCN(Cc4ccc5c(c4)OCO5)CC3)cc2N1
-4 | -28 | -10 | -10 | -8 | -2 | -17 | -4 | COc1ccc(CC(=O)Nc2c(C)nc3sccn3c2=O)cc1
1 | 3 | . | . | 3 | 5 | 10 | 2 | O=C(Nc1ccc2c(c1)OCCO2)N1CCC(CN2CCCCC2)CC1
0 | -14 | -5 | -12 | -2 | -5 | -13 | 1 | CN(C)[C@@H]1CN(Cc2ccccc2O)C[C@H]1c1cn(C)c2ccccc12
-1 | 0 | -11 | 10 | -4 | 0 | -10 | -4 | COC(=O)c1cc(S(=O)(=O)N2CCc3ccccc3C2)c(C)n1C
5 | 5 | 21 | 34* | 14 | -34 | 5 | 3 | CC(C)c1n[nH]c(=O)c2c1nnn2Cc1ccccc1F
6 | 13 | 58* | 6 | 13 | -24 | 16 | 6 | COc1cccc(-n2nnc(C(=O)Nc3ccc(C)c(C)c3)c2C)c1
-6 | -298 | -231 | i | -163 | -140 | -129 | -159 | O=C(OCCCN1C(=O)c2cccc3c(N4CCCCC4)ccc(c23)C1=O)c1ccc(S(=O)(=O)N2CCOCC2)cc1
17 | -5 | 6 | 33* | -5 | 9 | 5 | 9 | COc1ccc(C(C(=O)NC2CCCCC2)N(C(=O)Cn2nnc3ccccc32)c2ccc(S(=O)(=O)N3CCC(C)CC3)cc2)cc1O (stereo unspecified)
1 | -1 | -7 | 2 | -8 | 0 | -7 | 2 | CN(C)C=NS(=O)(=O)c1cc(C(F)(F)F)cc(C(F)(F)F)c1
5 | 9 | -2 | 0 | 1 | 2 | 12 | -3 | CN1C(=O)c2cc(S(=O)(=O)Nc3ccccc3F)ccc2Oc2cccnc21
0 | 1 | -4 | 0 | -3 | -2 | 0 | -3 | O=C(N1CCCC1)C1(Cc2ccccc2-c2cccnc2)CCOCC1
7 | 0 | 9 | 41* | 8 | 3 | 20 | 2 | C[C@@H]1C(=O)O[C@H]2CC34[C@H]5C[C@@H](C(C)(C)C)C36[C@@H](OC(=O)[C@@H]6O)OC4(C(=O)O5)[C@]21O (stereo partly specified)
2 | 34* | 11 | 12 | 10 | -1 | 13 | 4 | C/C(=C\c1ccccc1)CN1CCC(O)(c2ccc(C)cc2)CC1
-4 | -3 | -7 | -17 | -8 | -2 | -4 | -5 | CC(=O)c1cccc(NC(=O)C2CCCN(S(=O)(=O)c3cccs3)C2)c1 (stereo unspecified)
0 | -48 | -1 | 2 | 0 | -1 | -10 | 1 | CCOC(=O)C1CCN(C(=O)C2CN(c3nc4c(F)cccc4s3)C2)CC1
63* | 65* | 25 | -28 | 9 | 41* | 25 | 12 | CC(=O)NS(=O)(=O)c1ccc(NC(=O)/C=C/c2cn(-c3ccccc3)nc2-c2ccccc2)cc1
3 | 23 | 8 | 24 | 14 | 2 | 11 | 3 | Cc1ccc(CNC(=O)Cn2c(=O)n(C(C)C)c(=O)c3nscc32)cc1
-1 | 6 | -5 | 3 | -1 | -1 | -1 | -2 | CS(=O)(=O)c1cccnc1C1CCCN(C(=O)c2cccc(F)c2)C1 (stereo unspecified)
-2 | -17 | 0 | 2 | -3 | -6 | -22 | -1 | COc1ccccc1C(CNC(=O)c1ccc(OCC(C)C)cc1)N(C)C (stereo unspecified)
-5 | -4 | 0 | 7 | -9 | -17 | -14 | -1 | CCC1CCCCN1CCCNC(=O)c1cc(Nc2ccccc2OC)nc2ccccc12 (stereo unspecified)
-2 | -1 | -4 | -9 | 0 | 4 | 0 | -1 | Cc1cc(C(=O)N2CCOCC2)c2cccc(Cl)c2n1
0 | -1 | -6 | 0 | -3 | -54 | -16 | 0 | O=C1NC2(CCN(C(=O)c3ccccc3Cl)CC2)N=C1c1ccc(Cl)cc1
0 | 20 | 22 | 9 | 7 | -2 | 3 | 1 | Cn1c(C(=O)NCc2ccccn2)cc2cc(Cl)ccc21

# In another format: results already given
> CS(=O)(=O)c1cccnc1C1CCCN(C(=O)c2cccc(F)c2)C1 (stereo unspecified)
- USP10 inh: -1
- USP8 block: 6
- USP28 inh: -5
- USP30 inh: 3
- OTUD3 inh: -1
- USP7 block: -1
- USP17 inh: -1
- UCHL1 block: -2
> CC(=O)NS(=O)(=O)c1ccc(NC(=O)/C=C/c2cn(-c3ccccc3)nc2-c2ccccc2)cc1
- USP10 inh: 63*
- USP8 block: 65*
- USP28 inh: 25
- USP30 inh: -28
- OTUD3 inh: 9
- USP7 block: 41*
- USP17 inh: 25
- UCHL1 block: 12
> Cc1ccc(CNC(=O)Cn2c(=O)n(C(C)C)c(=O)c3nscc32)cc1
- USP10 inh: 3
- USP8 block: 23
- USP28 inh: 8
- USP30 inh: 24
- OTUD3 inh: 14
- USP7 block: 2
- USP17 inh: 11
- UCHL1 block: 3
> Cn1c(C(=O)NCc2ccccn2)cc2cc(Cl)ccc21
- USP10 inh: 0
- USP8 block: 20
- USP28 inh: 22
- USP30 inh: 9
- OTUD3 inh: 7
- USP7 block: -2
- USP17 inh: 3
- UCHL1 block: 1

# The list goes on:
USP10 inh | USP8 block | USP28 inh | USP30 inh | OTUD3 inh | USP7 block | USP17 inh | UCHL1 block | smiles
-1 | -178 | 4 | 18 | 12 | 3 | -27 | 0 | CCn1cc(CN2CCOC(c3cccc(Nc4ccccn4)n3)C2)cn1 (stereo unspecified)
-4 | -112 | 0 | -5 | 9 | -1 | -24 | 1 | O=C(Nc1cc(-c2ccccc2)nn1C1CCS(=O)(=O)C1)c1ccccc1F (stereo unspecified)
-5 | -16 | -16 | -39 | -20 | -2 | -23 | -6 | COc1cccc(C(O)c2ncc(-c3ccc4ccccc4c3)[nH]2)c1 (stereo unspecified)
10 | -32 | 15 | 34* | 26 | 1 | 18 | 9 | O=C(CCC(=O)N(c1ccccc1)c1ccccc1)Nc1cccc(C(F)(F)F)c1
-8 | 34* | -101 | -404 | -88 | -24 | -21 | -19 | O=S(=O)(NCc1ccc2[nH]c3c(c2c1)CCCC3)c1ccccc1
2 | -6 | -8 | -4 | 3 | -26 | 2 | 1 | Cc1ccc2nc(N3CCN(C(=O)Cc4ccccc4)CC3)sc2c1
0 | 4 | 2 | 13 | 4 | 5 | -2 | 2 | CCc1cc2c(NCc3cccnc3)nc(C)nc2s1
9 | -5 | 34* | 54* | 6 | 8 | 36* | 0 | COc1cccc(CNC(=O)c2ccc(CSc3nc4ccncc4n3Cc3ccccc3F)cc2)c1
19 | 28 | 19 | 19 | 18 | 18 | 20 | 10 | Cc1ccc(C(C)C)c(OCC(=O)Nc2nonc2-c2ccc(F)cc2)c1
-4 | -44 | 5 | 12 | 11 | 3 | . | 4 | CCc1noc(-c2cccnc2N2CCCN(Cc3ccccc3)CC2)n1
-3 | 0 | 5 | 22 | 8 | 1 | 8 | 0 | COc1ccc(-c2nc3cnccc3o2)cc1NC(=O)CC(C)C
-3 | 0 | -4 | -14 | -7 | -25 | -7 | -2 | CCN(Cc1ccccc1)C(=O)Cn1c(N2CCOCC2)nc(C)cc1=O
-2 | 9 | 5 | 16 | 4 | 2 | . | 4 | COc1ccc(C(=O)N2CCCN(c3ncccc3-c3nc(C)no3)CC2)cc1
-2 | 8 | 1 | 14 | 0 | 3 | 1 | 0 | COc1ccc(-n2nnnc2CNC(=O)C2CC(=O)N(c3ccc(C)cc3)C2)cc1 (stereo unspecified)
1 | 10 | 4 | 9 | 4 | 2 | 10 | 0 | O=C(Nc1nnc(C2CCCCC2)s1)c1cc(F)ccc1-n1cnnn1
2 | 14 | 17 | 24 | 12 | 2 | 6 | 4 | CC1Cc2nc3ccccc3n2CCN1Cc1cccc(C#N)c1 (stereo unspecified)
-2 | -56 | -6 | -11 | -8 | 1 | -15 | -1 | NS(=O)(=O)c1ccc(CCNCC(=O)NCc2ccccc2Cl)cc1
-1 | 2 | -9 | -22 | -7 | 4 | -8 | 0 | O=S(=O)(c1ccc2ccccc2c1)N1CC=C(c2ccccc2)CC1

# Reformatted with each value named: entries from further up.
> O=C1NC2(CCN(C(=O)c3ccccc3Cl)CC2)N=C1c1ccc(Cl)cc1
  USP10 inh: 0 | USP8 block: -1 | USP28 inh: -6 | USP30 inh: 0 | OTUD3 inh: -3 | USP7 block: -54 | USP17 inh: -16 | UCHL1 block: 0
> Cn1c(C(=O)NCc2ccccn2)cc2cc(Cl)ccc21
  USP10 inh: 0 | USP8 block: 20 | USP28 inh: 22 | USP30 inh: 9 | OTUD3 inh: 7 | USP7 block: -2 | USP17 inh: 3 | UCHL1 block: 1

# Single values from the results shown:
# In USP30 inh, `COc1ccc(-c2nc3cnccc3o2)cc1NC(=O)CC(C)C` reads 22
# In USP10 inh, `O=S(=O)(c1ccc2ccccc2c1)N1CC=C(c2ccccc2)CC1` reads -1
# In UCHL1 block, `NS(=O)(=O)c1ccc(CCNCC(=O)NCc2ccccc2Cl)cc1` reads -1
# In USP7 block, `CCN(Cc1ccccc1)C(=O)Cn1c(N2CCOCC2)nc(C)cc1=O` reads -25
